Screening results deposited in PubChem BioAssay by several laboratories.
MT stabilizer = microtubule stabilizers in HeLa cells, primary screen, imaging, high-content imaging; HeLa tubulin immunostaining HCS, 24 h; share of cells brighter than vehicle mean+2SD; % tubulin-high responders, % at 10 µM; 200,000 compounds, 0.83% hits;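 active means plate Z-score above 3 for both tubulin-high and condensed-nucleus cell shares, with cell loss under 80%, at 10 µM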;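 further: anti alpha tubulin signal scored within the nucleus-defined area of each cell; some results filed as inactive read as strong as hits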
Yfh1-depleted yeast = enhancers of respiration in Yfh1-depleted yeast, dose response, Friedreich's ataxia, plus single-dose screen (AID 1465); S. cerevisiae Yfh1-off respiration, WST-1 reduction, 72 h; higher fold induction means a stronger effect; fold induction at 50 µM; hits with a dose series show EC50 in µM; 220,000 compounds, 0.074% hits;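 active means fold induction of absorbance versus untreated yeast above a set limit, then at least 30% activation at any dose in follow-up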;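 further: activators that raise dye reduction in frataxin-depleted yeast; strong numbers were not always called active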
Dynein cargo inh = inhibitors of GR-EGFP nuclear translocation, primary screen, dynein cargo transport inhibitor project, imaging, high-content, 3617.4 mouse cells | z-score, hits read low | 220,000 compounds, 0.47% hits | test concentration mostly 20 µM; stimulated with dexamethasone, 1 µM; active compounds read low;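 active means plate z-score of nuclear minus cytoplasmic receptor signal below a set negative limit, without overly bright fluorescence or cell loss, cut at about -3.5 in these data, passing the limit was not always enough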;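 further: z-score of nuclear minus cytoplasmic ring GR-EGFP intensity difference per well; some compounds called inactive have numbers as strong as hits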
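Buffer or medium: Induction medium lacking tetracycline, stripped serum | Also added: Dexamethasone agonist, 1.0 µM final, for 30 min | Timing: 48 h induction, 1 h compound, 30 min dex at 37 °C | Detection: Formaldehyde fixation, Hoechst nuclear stain, 10x automated fluorescence imaging | Measure: Nuclear versus cytoplasmic GR-EGFP signal, averaged per well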
Autophagy HCS = autophagy modulators in MEF cells, primary screen, imaging, high-content, MEF GFP-LC3. MEF GFP-LC3 puncta imaging; test concentration mostly 10 µM. calls only at 10 µM (by protocol). 190,000 compounds, 0.98% hits;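 active means percentage of spot-positive cells more than 3 SD above its plate mean, without a fluorescence outlier flag or 80% toxicity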;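 further: spot-positive cell cutoff set from DMSO-treated cells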
HIV peptide binding = inhibitors of HIV fusion peptide binding, primary screen, biochemical, uHTS, fluorescence dequenching (AID 1986). one-dose inhibition, % at 20 µM; IC50 in µM for titrated hits. cell-free peptide binding, fluorescence dequenching, 30 min; higher % means a stronger effect. 290,000 compounds, 0.3% hits; in the data active means inhibition mostly above about 52%, no sharp cut-off; inactive means mostly below about 76%; further: some results filed as inactive read as strong as hits
WT yeast gro inh = growth inhibition of WT strain, primary screen, mitochondrial fusion inhibitor project, WT and mutant strains, chemical genetic. mitochondrial fusion phenotypic screen. inhibition, % at 10 µM. 190,000 compounds, 2.1% hits. AID 1362, 2008; in the data active means inhibition above about 58%; tested in S. cerevisiae
AID2073 = inhibitors of Mint1-CaV2.2 protein interaction, biochemical, HTRF (AID 2073). 290,000 compounds, 0.19% hits. inhibition, % at 20 µM; hits with a dose series show IC50 in µM. Voltage-dependent N-type calcium channel subunit alpha-1B (Homo sapiens). HTRF protein-protein interaction, Mint1-CaV2.2; higher % means a stronger effect; in the data active means inhibition mostly above about 51%, no sharp cut-off; further: some results filed as inactive read as strong as hits
bCat nuc transl = modulators of beta-catenin nuclear translocation, primary screen, imaging, HeLa cells, immunofluorescence, high-content; 190,000 compounds, 0.3% hits; nuclear translocation activity, % at 5 µM;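 active means nuclear translocation activity above 50% at 5 µM, with a well cell count of 50 or more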;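 further: per-cell ratio of nuclear to cytoplasmic median beta-catenin stain intensity; plate controls were DMSO negative control for no effect and GSK-3 inhibitor IX positive control for full effect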
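Test system: human HeLa cells, native beta-catenin. Compound dosing: 5 µM primary single dose, 0.1% DMSO, 0.02–20 µM confirmation series. Incubation: compound exposure 24 h at 37°C. Detection: beta-catenin immunostaining with DAPI counterstain, 20x imaging, 6 fields/well. Read-out basis: Nuclear/cytoplasmic beta-catenin signal ratio, % activation.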
Insulin prom up = insulin promoter activators in MIN6 cells, imaging, high-content screening, mouse beta cells; MIN6 insulin promoter-GFP reporter; active compounds read high; 190,000 compounds, 0.3% hits; z-score at 5 µM;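 active means z-score above 3 at 5 µM with at least 500 cells counted in the well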
WT yeast gro inh mutant strain = second read-out of WT yeast gro inh, no call of its own (marks repeat the call); inhibition, %; mitochondrial fusion phenotypic screen, mutant strain inhibition
Dynein cargo inh cytoplasmic EGFP = also measured in Dynein cargo inh; calls as there; z-score; measured here: cytoplasmic GR-EGFP intensity; active compounds read high
Dynein cargo inh nuclear GR-EGFP = also measured in Dynein cargo inh; calls as there; z-score; measured here: nuclear GR-EGFP intensity;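 lower value marks the stronger effect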
Dynein cargo inh cell count = second read-out of Dynein cargo inh, no call of its own (marks repeat the call); z-score; measured here: cell count per field
Insulin prom up cell count = also measured in Insulin prom up; calls as there; cell count; measured here: cytotoxicity, nuclei count;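 total cells summed across four imaged fields per well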
bCat nuc transl cell count 5 µM = second read-out of bCat nuc transl, no call of its own (marks repeat the call); cell count; measured here: cell count, cytotoxicity flag
MT stabilizer Hoechst-high % = recorded beside MT stabilizer, whose call it bears; % Hoechst-high responders; measured here: nuclear condensation Hoechst responders;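 share of cells brighter than vehicle mean plus two SD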
MT stabilizer cytotoxicity % = further read-out of MT stabilizer, marked with its call; toxicity, %; measured here: cytotoxicity by cell density;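 0% = mean cell density of plate MIN control wells and 100% = no cells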
Autophagy HCS cell loss 18 h = second read-out of Autophagy HCS, no call of its own (marks repeat the call); toxicity, %; measured here: cell loss, nuclei count;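 cell loss after 18 h compound exposure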
Starred values were filed as active, the others as inactive; i = inactive; · = no result given.

SMILES	MT stabilizer	MT stabilizer Hoechst-high %	MT stabilizer cytotoxicity %	Yfh1-depleted yeast	Dynein cargo inh	Dynein cargo inh cytoplasmic EGFP	Dynein cargo inh nuclear GR-EGFP	Dynein cargo inh cell count	Autophagy HCS	Autophagy HCS cell loss 18 h	HIV peptide binding	WT yeast gro inh	WT yeast gro inh mutant strain	AID2073	bCat nuc transl	bCat nuc transl cell count 5 µM	Insulin prom up	Insulin prom up cell count
CC(=O)N1CCN(c2ccc(S(=O)(=O)NCCN(C(C)C)C(C)C)cc2[N+](=O)[O-])CC1	2.2	1.6	6.9	i	0.37	-0.25	-0.17	-0.44	i	0	-1.0%	-3	-17	4%	0.8	957	-0.25	1167
Cc1ccc(CS(=O)(=O)CCC(=O)NCC2CCCO2)cc1 (stereo not drawn)	4.0	3.0	7.4	i	-0.97	-0.2	-0.52	1.4	i	-5	-2.4%	1	0	-4%	0.0	984	-0.06	1846
Oc1ccc(-c2nccc(-c3ccc(Cl)cc3)n2)cc1	5.1	1.6	6.3	i	-0.072	-0.36	-0.069	0.35	i	-3	-1.1%	7	0	23%	-0.4	1143	-1.7	1091
Cc1ccc(NC(=O)C2CC(=O)n3ncnc3N2)cc1C (stereo not drawn)	5.1	2.7	2.7	i	1.4	-0.18	0.83	-0.54	i	19	0.7%	22	-8	3%	-3.8	1086	0.1	1241
Cc1cc(C)c(C#N)c(SC2CCCCC2=O)n1 (stereo not drawn)	1.2	2.1	20	i	-1.1	-0.2	-0.35	0.19	i	-2	3.0%	8	20	-22%	0.8	1020	0.14	1193
O=C(CN1C(=O)NC2(CCOc3ccccc32)C1=O)Nc1ccc(F)c(F)c1F (stereo not drawn)	2.6	3.1	15	i	0.59	-0.25	0.55	-0.73	i	3	0.7%	-4	-6	0%	0.3	1041	-0.32	1114
COc1c(Cl)cc(Cl)cc1C(=O)n1nc(C)cc1C	2.9	1.7	3.5	i	-0.8	-0.28	-0.43	0.3	i	0	0.5%	10	6	10%	-1.1	1107	0.35	1231
Cc1cccc(C)c1NC(=O)C(NC=O)c1ccc(Cl)cc1 (stereo not drawn)	3.9	1.2	1.9	i	-0.14	-0.22	-0.24	0.48	i	-30	-0.8%	12	10	12%	-0.6	1129	0.5	2089
COC(=O)COc1ccc(S(=O)(=O)N2CCN(c3ccccc3F)CC2)cc1	4.9	3.8	5.6	i	-0.42	-0.19	-0.01	-0.28	i	19	-3.7%	8	11	6%	-5.3	903	1.3	1134
O=C(O)CC1(CC(=O)Nc2ccc3c(c2)OCCCO3)CCCCC1	·	·	·	i	0.29	-0.21	0.052	0.084	·	·	-0.9%	·	·	9%	0.1	1054	·	·
Cc1coc(NC(=O)CSc2nc(-c3ccncc3)cc(C(F)(F)F)c2C#N)n1	4.5	2.6	1.8	i	0.21	-0.19	0.12	0.42	i	-4	20%	-13	-11	13%	-0.7	1062	1.4	1897
COCCNC(=O)c1onc(CSc2ccc(C(C)C)cc2)c1C(=O)O	3.7	1.9	4.7	i	-0.7	-0.23	-0.9	0.58	i	-6	6.8%	10	7	1%	-0.1	1337	-0.09	1614
COC(=O)CCC(=O)NC(=S)Nc1c(C)cccc1C	3.7	2.8	12	i	-0.49	-0.26	-0.26	0.23	i	-1	-2.0%	1	6	0%	0.0	1085	-0.17	1496
O=C(OCC(O)C(O)COC(=O)c1ccccc1)c1ccccc1 (stereo not drawn)	2.4	2.1	13	i	-0.94	-0.23	-0.19	0.97	i	-7	1.1%	-3	-1	-10%	-5.4	998	0	1427
FC(F)(F)c1nnc2ccc(Sc3ccccn3)nn12	2.4	2.4	2.4	i	-0.79	-0.36	-0.27	0.84	i	-6	-0.4%	-2	18	16%	1.1	1547	-0.03	1188
COc1ccc(C(=O)Nc2ccc(C3=NNC(=O)CC3C)cc2NC(=O)c2ccc(OC)cc2)cc1 (stereo not drawn)	5.5	0.8	9.7	i	0.92	-0.29	0.22	0.34	i	6	1.2%	-1	-9	31%	-0.3	1100	-1.8	1293
CC(CN1CCCCC1)C(=O)NN (stereo not drawn)	1.6	2.4	7.0	i	-0.99	-0.15	-0.87	0.98	i	-3	0.3%	-1	3	-6%	-0.2	1076	0.68	1298
COc1ccc(N2CCN(CC(O)c3c[nH]c4ccc(OC)cc34)CC2C)cc1 (stereo not drawn)	2.4	0.6	7.2	i	1.3	-0.17	0.63	-0.59	i	-3	-2.4%	-10	-7	-9%	2.0	1387	2.7	1394
O=C(Cn1cnc2ccccc21)N/N=C/c1ccc([N+](=O)[O-])cc1	4.9	2.0	3.4	i	0.33	-0.23	0.69	-0.32	i	5	-1.1%	11	4	19%	-1.4	1135	0.13	1473
O=C1N=NC2=C1c1c3ccccc3c(O)n1CC2	·	·	·	i	-0.86	-0.27	-0.6	0.18	·	·	0.6%	·	·	18%	-4.0	1104	0.16	1401
COc1ccc(/C(C)=N/Nc2nc3ccccc3nc2C)cc1	·	·	·	i	-0.26	-0.23	-0.019	-0.12	·	·	-0.7%	·	·	-7%	2.4	1320	-0.09	994
COC(=O)CSc1nc(SCc2ccccc2Cl)nc2c1CCCC2	1.4	1.7	4.2	i	0.65	-0.21	-0.26	-0.099	i	7	0.2%	3	7	4%	0.9	951	-0.67	1752
O=c1cc(C(F)(F)F)[nH]c2c(OC(F)(F)F)cccc12	·	·	·	i	-0.36	-0.25	-0.26	-0.39	·	·	0.5%	·	·	-5%	-0.3	1388	2.4	1390
CC1CCN(C(=S)c2ccc(N(C)C)cc2)CC1	1.6	2.0	9.6	i	-0.81	-0.32	-0.51	0.73	i	11	-1.5%	37	29	18%	-2.0	928	-0.53	1558
O=C1CC(c2ccco2)Cc2nc(N3CCc4ccccc4C3)ncc21 (stereo not drawn)	1.5	1.1	10	i	-0.88	-0.2	-0.35	0.73	i	-22	5.1%	12	13	4%	-5.5	991	0.01	1446
Remaining list, next part.
SMILES	MT stabilizer	MT stabilizer Hoechst-high %	MT stabilizer cytotoxicity %	Yfh1-depleted yeast	Dynein cargo inh	Dynein cargo inh cytoplasmic EGFP	Dynein cargo inh nuclear GR-EGFP	Dynein cargo inh cell count	Autophagy HCS	Autophagy HCS cell loss 18 h	HIV peptide binding	WT yeast gro inh	WT yeast gro inh mutant strain	AID2073	bCat nuc transl	bCat nuc transl cell count 5 µM	Insulin prom up	Insulin prom up cell count
CCOC(=O)c1cc(C)[nH]c(=O)c1C#N	·	·	·	i	0.32	-0.22	0.15	-0.12	·	·	-0.3%	·	·	19%	0.8	1161	-0.11	1306
Cc1ccc(/C=C/C(=O)OC(C)C(=O)Nc2ccc(Cl)cn2)o1 (stereo not drawn)	1.9	1.5	3.3	i	-3.3	0.12	-1.3	-0.11	i	-3	27%	1	9	28%	-4.7	546	1.3	1405
Cc1csc(SCc2ccc(C(=O)O)cc2)n1	2.1	1.8	5.1	i	-1.3	0.55	-0.33	0.7	i	1	11%	12	15	-5%	·	·	·	·
Cc1ccc(NC(=O)Cn2cc(S(=O)(=O)c3ccc(F)cc3)c(=O)c3cc(F)ccc32)cc1	5.1	3.0	4.3	·	2.5	0.17	2.9	-2	i	0	1.3%	-3	-20	10%	-3.9	622	0.67	1153
CN(C)C=Nc1nonc1N	3.4	1.7	4.5	i	-1.4	0.27	-0.3	0.62	i	7	3.0%	-8	6	31%	-1.0	1078	0.17	1089
COC(=O)c1ccc(C(=O)Nc2ccc(N)cc2N)cc1	2.6	2.9	9.6	i	-1.5	-0.14	-0.64	-0.13	i	-6	-0.4%	11	1	33%	-2.4	925	-0.29	1265
Cc1cc(NC(=O)c2cnn3c(C(F)F)cc(-c4ccccc4)nc23)no1	3.5	3.0	4.9	i	-0.047	-0.14	0.26	-0.42	i	-3	-2.5%	-6	0	6%	-3.2	997	-0.48	1368
Cc1ccc(NC(=S)NNC(=O)c2ccccc2OC(F)F)cc1	45*	30*	35*	·	-0.0046	-0.22	0.28	0.69	i	-7	-1.5%	-5	-2	-10%	1.1	912	-0.14	1507
O=C(NC(=S)Nc1ccccc1)c1ccc(-c2ccccc2)cc1	0.8	2.8	13	i	0.23	-0.2	0.2	0.071	i	1	3.4%	8	11	2%	-0.4	1104	0.51	1383
O=C(c1cccc2ccccc12)C1CCCN(C(=O)CCN2CCCO2)C1 (stereo not drawn)	3.8	3.1	2.1	i	-1.3	-0.26	-0.81	0.66	i	-17	0.0%	5	10	-2%	-3.2	904	0.21	1265
CCn1c(O)c(N=N)c2ccccc21	2.0	2.0	4.4	i	-0.3	-0.17	-0.068	-0.69	i	6	0.3%	-9	-25	3%	-1.7	946	-0.06	1417
Cc1ccccc1OCC(=O)Nc1nc2ccccc2[nH]1	1.6	2.2	13	i	1.9	-0.17	2.1	-3.1	i	7	2.4%	·	·	0%	0.0	1081	-0.37	1208
O=C(NCc1ccc2c(c1)OCO2)C(=O)NCC(c1ccco1)N1CCN(c2ccccc2)CC1 (stereo not drawn)	4.2	1.2	7.7	i	0.9	-0.33	0.0032	-0.39	i	-1	-2.0%	22	28	-3%	0.7	1021	0.76	1282
